Nrf2 ARE act = activates Nrf2 signaling; AID 624171; Potency, µM (doses to about 46.1 µM), inactives show at the top dose activation, most hits filed as activators; AREc32 ARE-luciferase reporter (MCF7-derived line), luminescence, 24 h; 0.31% of 410,000 active; note: potency is the fitted concentration of half-maximal effect; % of control where 0% means no effect; nearly all actives have a fitted effect of over 65% in size
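Each well held 1000 AREc32 cells, which were incubated with compound for 24 hr at 37 deg C after overnight attachment, and ARE reporter activity was quantified by firefly luciferase luminescence.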
MCF10A rerep = induces DNA re-replication in MCF 10a normal breast cells; MCF 10A DNA re-replication, Hoechst nuclear intensity, 48 h; Potency, µM (top dose mostly 46.1 µM), without a hit: top-dose activity, positive = re-replication, most hits filed as activators; 2.9% of 350,000 active; note: potency is the fitted concentration of half-maximal effect; % of control where 0% means no effect; nearly all actives have a fitted effect of over 50% in size
IL1B secr inh = inflammasome signaling inhibition, IL-1 beta readout; THP-1 LPS/ATP IL-1B secretion, AlphaLISA, 16 h; stronger effect = lower value; activity change, % at 57.5 µM; 4.7% of 360,000 active; in the data active = activity change below about -50%; inconclusive = mostly about -30% to -49%; note: % is set by controls: 0 for no effect and ±100 for the full control effect
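Secreted IL-1B measured by AlphaLISA bead assay after 16 h compound exposure of THP-1 cells; compounds (final up to 57.5 uM) added 1 h before LPS (250 ng/mL) and ATP (1.25 mM) stimulation; lower signal means less secretion.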
TGFb SMAD3 inh = blocks TGF-b signaling | 1.2% of 410,000 active | Potency, µM (series often up to 46.1 µM), for the others: at the top dose activity, negative = inhibition, usual class: inhibitors | AID 588855 | HepG2 CAGA-GFP TGF-b/SMAD3 reporter, GFP fluorescence, 18 h; TGF-beta stimulated, 500 pg/mL final; note: potency is the fitted concentration of half-maximal effect; % is set by controls: 0 for no effect and ±100 for the full control effect; nearly all actives have a fitted effect of over 65% in size
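Cell-based qHTS in HEPG2 carrying a CAGA-GFP Smad reporter; compounds added before 500 pg/mL final TGF-beta, 18 h incubation at 37 degrees C, GFP fluorescence quantified per cell by imaging cytometry.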
ATXN2 expr inh = reduces ATXN2 reporter expression in HEK-293 cells; HEK-293 ATXN2-luciferase reporter, luminescence, 24 h; 0.72% of 360,000 active; Potency, µM (titrated, usually from 57 µM), for the others: at the highest dose activity change, negative = inhibition, most hits filed as inhibitors; note: potency is the fitted concentration of half-maximal effect; % is set by controls: 0 for no effect and ±100 for the full control effect; nearly all actives have a fitted effect of over 55% in size
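ATXN2-luciferase reporter cells (luciferase flanked by upstream and downstream ATXN2 gene portions) were treated 24 h at 37 °C with compounds at up to 57 uM. SteadyGlo luminescence gave expression; GF-AFC fluorescence gave viability.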
S2 tox = cell viability loss in ATXN counter-screen. S2 cells (HEK-293 line with an ATXN2-luciferase reporter) viability, CellTiter-Fluor protease fluorescence, 24 h. Potency, µM (highest dose often 56.7 µM), usual class: cytotoxic. 0.49% of 400,000 active; note: potency is the fitted concentration of half-maximal effect; nearly all actives have a fitted effect of over 40% in size
HepG2 viability = counter-screen for TGF-b inhibitors: cytotoxicity in HepG2 cells. HepG2 CAGA-GFP viability, ATP luminescence, 18 h. Potency, µM (top dose mostly 46.1 µM), inactives show at the top dose activity change, negative = cytotoxicity, actives largely listed as cytotoxic. 0.76% of 410,000 active. AID 588856; note: potency is the fitted concentration of half-maximal effect; some results filed as inactive show a strong effect at the top dose
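HepG2 CAGA-GFP cells (1000/well, DMEM with 1% FBS) received compound, then TGF-beta at 500 pg/mL final, and were incubated 18 hours at 37 degrees C. Viability was read by CellTiter-Glo luminescence. Media-only wells were set as complete cell-killing and DMSO as no toxicity.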
A549 tox = A549 cytotoxicity, counter-screen for Nrf2 inhibitors. A549 ARE-Fluc cells, CellTiter-Fluor viability, 18-24 h. Potency, µM (top dose mostly 46 µM), for inactives: at the top dose activity change, negative = cytotoxicity, hits mostly inhibitors. 0.16% of 390,000 active; note: potency is the fitted concentration of half-maximal effect; % is set by controls: 0 for no effect and ±100 for the full control effect
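A549 ARE-Fluc cells in 5% FBS OPTI-MEM, 5000 cells/well, rested 2 h then exposed to compounds in concentration-response for 18-24 h at 37 °C. Viability by CellTiter-Fluor fluorescence (Ex 405/Em 525) after 30 min; luciferase luminescence (BugLite, 15 min, RT) read afterwards.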
Nrf2 block = inhibitors of Nrf2 signaling; A549 ARE-Fluc reporter, luciferase luminescence, 18-24 h; Potency, µM (series often up to 46 µM), inactives show at the highest dose activity change, negative = inhibition, usual class: inhibitors; 2.1% of 360,000 active; note: potency is the fitted concentration of half-maximal effect; % is set by controls: 0 for no effect and ±100 for the full control effect; nearly all actives have a fitted effect of over 60% in size
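A549 ARE_Fluc cells, 5000/well, 5% FBS OPTI-MEM; compounds in dose-response, 18-24 h at 37 °C/5% CO2; CellTiter-Fluor viability read (Ex 405/Em 525), then BugLite luciferase luminescence = Nrf2 activity.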
* marks the source's active call; other numbers are inactive results; i = inactive; ? = inconclusive; / = no result given; & = joins results of further samples; [ ] = another dose, or the depositor's remark. Unless noted, calls come from the whole dose curve; as a rule, active = well fitted curve in the direction sought with a large enough effect; inconclusive = small, poorly fitted or top-dose-only effect, or another doubt; inactive = no such curve, though single readings can be large; an effect the other way counts as inactive or inconclusive. Compounds as they come; 8.8% or so of the library scored in one or more.

SMILES	Nrf2 ARE act	MCF10A rerep	IL1B secr inh	TGFb SMAD3 inh	ATXN2 expr inh	S2 tox	HepG2 viability	A549 tox	Nrf2 block
O=C(CCC(=O)Nc1ccc(Br)cc1)N/N=C/c1ccccc1F	8.7%	-1%	-4	-25%	6%	i	1.8µM*	6%	1%
CCCCN(CCCC)C(=O)CSc1nnc(-c2cc(OC)c(OC)c(OC)c2)o1	-1.4%	-4%	-54*	4%	-21%	i	-11%	-3%	/
O=C(CNC(=O)c1ccc(Cl)cc1)NCc1ccccn1	0.4%	3%	4	14%	/	i	-3%	-2%	1%
Cc1ccc(N2C(=O)Nc3ccccc3C2(O)C(=O)N2CCN(c3ccccn3)CC2)cc1C (stereo not given)	0.2%	0%	-1	-8%	12%	?	9%	1%	?
CSCCC(NC(=O)COc1ccccc1)C(=O)N(C)Cc1cccc(F)c1 (stereo not given)	-0.5%	?	0	0%	2%	i	-4%	7%	-20%
COCCNC(=O)Cn1nc(-c2ccccc2)c2ccccc2c1=O	0.2%&-0.5%	2%	-12	-2%&-2%	-6%	i	5%&6%	0%&15%	1%
CSc1nc(C)cc(SCC(=O)Nc2ccccc2)n1	-0.1%	2%	14	14%	-13%	i	-4%	-5%	5%
Cc1nc(=O)c(-c2ccccc2)c(C)n1-c1cccc(/C=C/C(=O)O)c1	-0.3%	0%	11	7%	/	i	4%	11%	4%
CCCS(=O)(=O)NC(=O)C1(C)CCN(C(=O)Cc2ccc(F)cc2)C1 (stereo not given)	0.1%	/	8	18%	6%	i	4%	/	/
Cc1cc(C)cc(N2C(=O)CSC23C(=O)N(Cc2c(F)cccc2Cl)c2ccccc23)c1 (stereo not given)	2.2%	/	/	?	?	i	-17%	-24%	?
NS(=O)(=O)c1cccc(NC(=O)CSc2nnc(-c3ccncc3)n2C2CC2)c1	0.1%	3%	13	10%	6%	i	20%	-3%	27%
COc1ccc(Cl)cc1S(=O)(=O)Nc1ccc(Cl)cn1	0.1%	5%	11	-19%	/	i	-29%	4%	6%
CCOC(=O)c1c(C)[nH]c(C)c1C(=O)COC(=O)c1ccc(OC)c(OC)c1	4.7%	-15%	27	-2%	-14%	i	-15%	-2%	-7%
C[n+]1cn(CC(O)COCc2ccccc2)c2ccccc21 (stereo not given)	-0.2%	6%	-3	-5%	2%	i	-8%	-4%	-29%
CN(C(=O)COC(=O)c1ccc(Br)c(S(=O)(=O)N2CCOCC2)c1)C1CCCCC1	-0.7%	12%	10	-7%	-10%	?	-5%	0%	0%
CC(C)C1C(C#N)=C(N)Oc2n[nH]c(C(C)(C)C)c21 (stereo not given)	12%	-3%	-9	3%	-1%	i	-19%	-5%	/
COCc1c(C(=O)N/N=C/c2ccco2)nnn1-c1nonc1N	13%	-3%	23	0%	-20%	i	4%	-1%	2%
O=C1C=Cc2ccccc2/C1=C/c1[nH]c(=O)[nH]c1O	-1.7%	22%	12	2%	/	i	10%	10%	10%
O=C(Oc1cccc2cccnc12)c1ccc(Br)o1	-0.4%	-4%	13	6%	-34%	i	0%	-7%	/
CCOC(=O)N1CCC(N2CCN(S(=O)(=O)c3ccc(NC(C)=O)cc3)CC2)CC1	-0.1%	-11%	?	-4%	0%	i	6%	13%	-21%
COC(=O)c1c(N(S(C)(=O)=O)S(C)(=O)=O)sc2c1CCN(c1ncc(C(F)(F)F)cc1Cl)C2	0.0%	?	0	2%	-30%	i	-19%	-2%	?
Cc1ccccc1Cn1nnc2c(=O)[nH]c(C3CCN(C(=O)c4ccccc4)CC3)nc21	2.3%	/	/	12%	8%	i	-12%	-14%	21%
O=C(NCc1ccccc1)N1CCC(CO)(CCc2ccccc2)CC1	-0.5%	3%	16	1%	-10%	i	-5%	3%	8%
COc1ccc2c(c1)c(CC(=O)Nc1cc(C)ccc1C)c(C)n2C(=O)c1ccc(Cl)cc1	3.6%	7%	-6	-3%	15%	i	0%	-1%	-9%
Cc1cc(=O)[nH]c(NC(=O)Cc2ccccc2)n1	-0.7%	-2%	3	-7%	10%	i	-26%	-8%	22%
Remaining list, next part.
SMILES	Nrf2 ARE act	MCF10A rerep	IL1B secr inh	TGFb SMAD3 inh	ATXN2 expr inh	S2 tox	HepG2 viability	A549 tox	Nrf2 block
CC(C)CC(N=C1NC(C)(C)Cc2ccccc21)C(=O)O (stereo not given)	-0.3%	-3%	18	?	9%	i	0%	-5%	5%
CCOC(=O)c1ccc(NC(=S)P(=O)(c2ccccc2)c2ccccc2)cc1	6.3%	/	5	1%	/	?	-21%	/	/
Fc1cccc(Nc2ncnc3sccc23)c1	8.5%	13%	-25	4%	/	i	-15%	0%	-12%
CCOC(=O)c1nnn(-c2nonc2N)c1CNC(C)C	0.4%	-1%	16	9%	4%	i	5%	-8%	1%
Cc1cc(S(=O)(=O)N2CCCCC2)ccc1OCC(=O)N1CCCC1	0.0%	10%	3	-5%	3%	i	-39%	3%	-4%
Cc1nnc(SCC(=O)Nc2cc(S(=O)(=O)N3CCCC3)ccc2Cl)n1C1CC1	0.8%	-3%	20	4%	/	i	-2%	4%	?
Cc1cccc(-c2noc(CN(C(C)C)S(=O)(=O)c3ccc(Br)cc3)n2)c1	4.2%	/	/	?	/	/	-28%	8%	?
Cc1ccc(CSC2=NCCN2C(=O)c2ccc(S(=O)(=O)N(C)C)cc2)cc1	-0.6%	5%	26	-7%	/	i	1%	-5%	12%
ON=C1CCC2CCCCC2C1 (stereo not given)	-0.7%	/	-15	-11%	/	i	1%	/	/
Cc1ccc(S(=O)(=O)N2C[C@H]3N(C(=O)OC(C)C)N(C(=O)OC(C)C)C[C@H](OC(=O)NCC4CCCCC4)[C@@]3(O)C2)cc1	-4.8%	/	-17	?	-38%	32µM*	-39%	/	/
CCOc1cc(OCC)cc(C(=O)N2CCC[C@@H]2C(=O)N2CCC[C@H]2C(=O)NCc2ccncc2)c1	-0.4%	/	53	/	-9%	i	/	/	/
Cn1c(NCc2ccccc2F)nc2cc(-c3ccccc3)sc2c1=O	5.9%	/	-17	?	2%	i	-16%	/	/
COc1ccccc1/C=C/CN1CCN(Cc2ccc(F)cc2)C(CCO)C1 (stereo not given)	2.1%	16%	?	?	-17%	i	-4%	0%	31%
CCn1c2ccccc2c2nnc(N3CCN(c4cccc(C)c4C)CC3)nc21	0.4%	/	/	3%	/	/	5%	7%	?
CCOC(=O)C1=C(C)Nc2ccccc2N=C1NC(=O)c1cc(C)on1	-0.5%	7%	0	12%	-12%	i	4%	-9%	?
Cc1cccc(N2C(S)=C(C#N)C(=O)NC2c2cccs2)c1 (stereo not given)	5.7%	?	-6	-1%	-1%	?	-25%	-3%	8%
CCOc1ccc(CNC(=O)c2nn(-c3ccc(OC)cc3)c(=O)c3c2c2ccccc2n3C)cc1	0.1%	/	/	10%	0%	i	5%	11%	?
COc1ccc(CN2CCN(Cc3ccccc3C(F)(F)F)CC2)c(OC)c1	-0.4%	7%	-10	?	-18%	i	-47%	-9%	4%
O=C(Nc1cc(-c2ccccc2)[nH]n1)c1ccccc1F	6.8%	2%	-57*	-6%	55%[activator]	i	-72%	1%	?
CCOC(=O)c1c(NC(=O)CSc2cn(CCNC(=O)c3ccc(OC)c(OC)c3)c3ccccc23)sc2c1CCC2	-0.7%	/	/	?	0%	i	-4%	-13%	?
COc1cc(/C=C2\CCCc3c2nc2ccccc2c3C(=O)O)cc(Br)c1O	-0.4%	?	5	-1%	5%	?	6%	-3%	-19%
CN(C)CCNC(C(=O)Nc1cc(Cl)cc(Cl)c1)c1ccccc1 (stereo not given)	-0.6%	7%	?	?	-12%	i	0%	0%	0%
O=C(O)c1cc(-c2ccc(/C=N/Nc3ccc([N+](=O)[O-])cn3)o2)ccc1Cl	-0.3%	?	0	-16%	-23%	i	-8%	?	-6%
CCOC(=O)c1ccc[n+](CC(=O)c2ccc(OC)cc2)c1	0.4%	-12%	-9	-2%	-5%	i	-4%	-7%	-5%
CN=C1CC(C)(C)CC(=O)/C1=C(/O)CCCN1C(=O)c2ccccc2C1=O	-0.2%	6%	51	-3%	9%	i	-1%	0%	9%
CC1(C)CC2CC(C)(CN2C(=O)COC(=O)c2ccc(Cl)cc2N)C1 (stereo not given)	0.1%	28%	-14	-22%	-7%	i	-9%	-12%	-10%

Part of the list above in order of SMILES length, largest number first.
SMILES	Nrf2 ARE act	MCF10A rerep	IL1B secr inh	TGFb SMAD3 inh	ATXN2 expr inh	S2 tox	HepG2 viability	A549 tox	Nrf2 block
Cc1cccc(-c2noc(CN(C(C)C)S(=O)(=O)c3ccc(Br)cc3)n2)c1	4.2%	/	/	?	/	/	-28%	8%	?
Cc1ccc(CSC2=NCCN2C(=O)c2ccc(S(=O)(=O)N(C)C)cc2)cc1	-0.6%	5%	26	-7%	/	i	1%	-5%	12%
CCOC(=O)C1=C(C)Nc2ccccc2N=C1NC(=O)c1cc(C)on1	-0.5%	7%	0	12%	-12%	i	4%	-9%	?
COCc1c(C(=O)N/N=C/c2ccco2)nnn1-c1nonc1N	13%	-3%	23	0%	-20%	i	4%	-1%	2%
O=C(CNC(=O)c1ccc(Cl)cc1)NCc1ccccn1	0.4%	3%	4	14%	/	i	-3%	-2%	1%
CSc1nc(C)cc(SCC(=O)Nc2ccccc2)n1	-0.1%	2%	14	14%	-13%	i	-4%	-5%	5%
Fc1cccc(Nc2ncnc3sccc23)c1	8.5%	13%	-25	4%	/	i	-15%	0%	-12%
ON=C1CCC2CCCCC2C1 (stereo not given)	-0.7%	/	-15	-11%	/	i	1%	/	/
